Compound activity as filed in PubChem BioAssay.
miR122 inh = miR-122 Renilla sensor signal increase in Huh7, primary screen, miR-122 inhibitor project, cell-based, single point, plate reader; actives 0.3% (n = 340,000); Huh7 miR-122 Renilla luciferase sensor, 48 h; neutral wells = 0, positive control = 100; AID 602342, 2012; activation (reporter increase), % at 12.5 µM;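 active means mean replicate activation score at least 90 and every replicate individually at or above 90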;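 further: higher luciferase means less miR-122 activity so hits act as miR-122 inhibitors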
PAX8 inh HTS = inhibitors of PAX8-driven TPO luciferase reporter, primary screen, RMG-I cells, single concentration | actives 1.2% (n = 360,000) | inhibition, % at 12.6 µM | SteadyGlo, 24 h;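 active means mean replicate inhibition at least 60% with every replicate also reaching 60%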;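 further: luciferase light reporting Pax8 driven TPO promoter activity; plate controls were median of neutral control wells for no effect and mitoxantrone controls for full effect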
EWS-Fli block = EWS/Fli-driven NR0B1 reporter inhibitors, primary screen, A673 cells, NR0B1 luciferase, luminescence, MLPCN library. actives 0.67% (n = 350,000). inhibition, % at 12.6 µM. viability-normalised;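 active means mean inhibition of at least 50% after viability correction, with every replicate also passing that limit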;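 further: firefly luciferase signal divided by Alamar Blue viability fluorescence both relative to DMSO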
Cneo AK release = Cryptococcus neoformans cell lysis inducers, primary screen, AK release luminescence, single concentration; C. neoformans lysis, adenylate kinase release luminescence, 4 h; normalised: neutral wells 0, clomiphene wells 100; lysis activity, % at 15 µM; actives 0.2% (n = 360,000);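 active means mean lysis activity across replicates of at least 80%, whatever share of replicates individually reach that level; inactive means mean lysis activity below 80%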
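Test system: log-phase Cryptococcus neoformans yeast cells; Quantity: yeast cell density of 5 × 10^6 cells/mL; Buffer or medium: YPD; Doses: single compound concentration per well; Timing: 4 h at 37 °C static, read 1 h later; Measured by: AK luminescence; Read-out basis: lysis from increased AK signal; Control set: Clomiphene as positive control.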
CASP6 VEID inh = human caspase-6 inhibitors, primary screen, biochemical, VEID-R110 fluorescence, single point, set 2 | P55212 | purified caspase-6, Z-VEID-R110 cleavage fluorescence | inhibition, % at 12.5 µM | actives 0.53% (n = 350,000) | AID 686996, 2013;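 active means mean inhibition across replicates at least about 35%, with every replicate also reaching that limit, limit read from the data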;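 further: 0% = median of neutral control wells and 100% = no fluorescence left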
Target sequence (P55212 24-179 limits assumed): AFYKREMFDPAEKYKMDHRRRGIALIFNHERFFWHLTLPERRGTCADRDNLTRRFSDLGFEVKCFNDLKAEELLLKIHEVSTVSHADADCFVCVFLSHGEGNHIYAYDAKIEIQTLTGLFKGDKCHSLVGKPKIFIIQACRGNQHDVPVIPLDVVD
Target sequence (P55212 194-293 limits assumed): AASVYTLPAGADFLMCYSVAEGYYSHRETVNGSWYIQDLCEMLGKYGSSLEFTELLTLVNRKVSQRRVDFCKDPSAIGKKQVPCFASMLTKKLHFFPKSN
LGR2 antag = inhibitors of bursicon-induced LGR2 CRE-luciferase signal, primary screen, cell-based, HEK293, CRE-luciferase reporter, bursicon stimulation; Drosophila bursicon receptor LGR2 (rickets); actives 0.35% (n = 380,000); inhibition, % at 9.99 µM; bursicon-stimulated, 4 h;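 active means drop in luminescence signal, shown as inhibition above about 50% in the replicate tests, limit read from the data, passing the limit was not always enough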;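 further: agonist challenge used bursicon conditioned medium at about half maximal strength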
PGC1a acetyl inh = inhibitors of PGC1a acetylation signal, primary screen, cell-based, U2OS, AlphaScreen, inhibitor mode; AlphaScreen anti-acetyl-lysine; with virally co-expressed GCN5 acetyltransferase; inhibition, % at 15.6 µM; actives 0.17% (n = 350,000); AID 651687, 2012;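 active means every replicate shows inhibition of at least 40%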;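 further: 0% = neutral control wells and 100% = positive control wells; some results beyond the cut were filed as inactive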
FN deposition inh = inhibitors of fibronectin matrix deposition, primary screen, AH1F cells, Alexa488-fibronectin fluorescence, plate reader; actives 0.086% (n = 350,000); inhibition, % at 12.6 µM; AH1F fibroblasts, overnight;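 active means mean inhibition across replicates of 30% or more, regardless of how many single replicates reach that level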;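 further: positive control wells lacked labelled fibronectin entirely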
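Material: AH1F fibroblast monolayer depositing Alexa488-labelled fibronectin into matrix | Input: 10000 AH1F cells/well | Medium: DMEM plus 2% serum, read in PBS | Reagent: Alexa488-fibronectin, 24 nM final in well | Compound dosing: One dose per compound, pinned | Schedule: 1 h adhesion, overnight exposure | Measured by: Fluorescence at 485 nm excitation, 525 nm emission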
Starred values were filed as active, the others as inactive; x = not tested or not shown; [ ] = another dose, or the depositor's remark.

SMILES	miR122 inh	PAX8 inh HTS	EWS-Fli block	Cneo AK release	CASP6 VEID inh	LGR2 antag	PGC1a acetyl inh	FN deposition inh
O=C1C(=O)N(CCCO)C(c2ccc(Br)cc2)/C1=C(\O)c1ccc(Br)cc1 (configuration not stated)	-4	9	-12	-2	4	-2	-11	-4
COc1ccc(NC(=O)c2ccc(N3CCCC3=O)cc2)cc1Cl	x	-24	-17	1	-2	16	-1	-5
COc1ccc(S(=O)(=O)Nc2ccc3c(c2)C(=O)N([C@H](C)CO)C[C@@H](C)[C@H](CN(C)C(=O)Cc2ccccc2)OCCCC[C@@H](C)O3)cc1	-10[16.7 µM]	7	10	1	1	2	-4	x
C[C@H]1CN([C@@H](C)CO)C(=O)Cc2cc(NS(=O)(=O)c3ccc(Cl)cc3)ccc2O[C@@H]1CN(C)Cc1ccncc1	-2[16.7 µM]	-3	-3	-2	0	2	-2	1
Cc1cc(C(=O)N/N=C/C=C/c2cccc([N+](=O)[O-])c2)n[nH]1	x	-5	-2	2	-1	-12	x	-3
COc1ccc(CC(=O)Nc2c3c(nn2C(C)(C)C)CS(=O)(=O)C3)cc1	2	5	6	2	2	11	3	4
COc1cccc(NC(=O)N[C@H]2C=C[C@H](CC(=O)Nc3ccc(-c4ccccc4)cc3)O[C@H]2CO)c1	x	x	x	-1	1	10	5	-11
CCCCn1c(=O)c(-c2ccccc2)c(O)c2ccccc21	3	x	x	-7	x	x	6	-3
CN(c1ccccc1)S(=O)(=O)c1cccc(C(=O)Nc2ccc3c(c2)CCC3)c1	0	29	-28	0	0	9	-8	5
CCC(=O)Nc1ccc2c(c1)C(=O)N(C)[C@H]1CC[C@H](CC(=O)NCCN3CCCCC3)O[C@@H]1CO2	8[16.7 µM]	10	4	2	-4	-4	4	-2
Cc1cc(-c2ccc(C(C)C)c(S(=O)(=O)NCc3ccco3)c2)on1	168*	21	8	x	8	3	-7	-12
COc1ccc(NC(=O)c2cc(-c3ccc(OC)c(OC)c3)nc3ccccc23)c(OC)c1	x	18	-14	0	2	-12	x	2
Cc1ccc(NC(=O)COc2ccc(CCO)cc2-n2nc3ccccc3n2)cc1C	4	14	x	-2	x	-11	-3	-7
O=C(Nc1cccnc1Oc1ccc(Cl)cc1)c1cccc2ccccc12	-2	15	1	-7	0	-12	6	13
O=C(COC(=O)c1ccccc1SCC(=O)N1CCCC1)Nc1ccc(OC(F)F)cc1	-4	-23	-15	2	-2	3	-1	-1
C[C@@H]1CN([C@H](C)CO)C(=O)c2cccc(NC(=O)Nc3ccc(C(F)(F)F)cc3)c2O[C@H]1CN(C)S(=O)(=O)c1ccc(F)cc1	-14[16.7 µM]	24	2	1	1	-5	-2	x
COc1cccc(C2=NN(C(=O)c3ccc(C)o3)C(O)(C(F)(F)F)C2)c1 (configuration not stated)	x	9	2	x	2	x	x	7
COc1cccc(-c2nc(C=O)cs2)c1	x	1	-14	x	-3	4	x	-7
CO[C@@H]1CN(C)C(=O)c2ccc(NC(=O)c3cccnc3)cc2OC[C@@H](C)N(CC2CCCCC2)C[C@H]1C	x	3	-3	-17	6	14	-23	-4
c1ccc2c(c1)ccc1nnnn12	168*	-4	-2	2	-1	-10	0	3
CC1(Cc2ccc(F)cc2)C(=O)Nc2ccc(S(=O)(=O)NC3CCCCC3)cc21 (configuration not stated)	64	12	-6	-1	0	14	-9	-2
Cc1c(C(=O)NN)sc(-c2ccccc2)c1C#N	-3	-14	0	x	-4	20	-12	3
O=C(OCc1nc2scc(-c3ccccc3)c2c(=O)[nH]1)c1ccco1	-9	-17	-11	-3	3	4	2	x
CN1c2ccc(-c3cccc(F)c3)cc2[C@H]2[C@H](CCN2C(=O)Cc2cccnc2)[C@H]1CO	-3[16.7 µM]	-14	10	-3	x	8	4	-12
C[C@@H]1CN([C@H](C)CO)C(=O)c2cc(NC(=O)Nc3ccccc3)ccc2O[C@@H](C)CCCCO[C@H]1CN(C)C(=O)Cc1ccccc1	-14[16.7 µM]	37	5	1	3	-8	15	-3
Cc1ccc(NC(=O)Cn2ccnc2)cc1C	1	-6	17	3	-2	-7	5	-8
CC(=O)n1nc(-c2ccc(C)cc2)nc1NCc1ccco1	x	-112	-66	x	-3	-32	-2	x
C[C@@H]1CN([C@@H](C)CO)C(=O)c2cc(NC(=O)Cc3cn(C)c4ccccc34)ccc2O[C@@H]1CN(C)S(=O)(=O)c1cccs1	7[16.7 µM]	x	-11	0	x	9	4	x
O=C(c1cccc(F)c1)N1CCCCN2[C@H](C1)[C@@H](c1ccc(/C=C/c3ccccc3)cc1)[C@@H]2CO	-6[16.7 µM]	21	11	-1	-3	22	-12	x
CC[C@H]1c2[nH]c3ccc(C(C)C)cc3c2[C@@H]2CCN3C(=O)CCC[C@H]1[C@H]23	7	18	-6	3	-5	9	-7	5
O=C(NCC[C@@H]1CC[C@@H](NS(=O)(=O)c2ccc(Oc3ccccc3)cc2)[C@@H](CO)O1)C1CC1	x	1	-5	-2	-3	-15	-5	1
COCCCNCCCCOc1cccc(Br)c1	-2	32	0	2	-6	2	x	8
OC(CNC1Cc2ccccc2C1)COc1ccc(Cl)cc1 (configuration not stated)	x	18	-5	x	-3	4	-7	8
Cc1ccc(C(=O)NN2C(=O)C3C4C=CC(C4)[C@@H]3C2=O)cc1 (some centres not stated)	x	-7	-7	x	-6	0	x	-1
CO[C@H]1CN(C)C(=O)c2ccc(NC(C)=O)cc2OC[C@@H](C)N(C(=O)C2CC2)C[C@@H]1C	x	1	-6	5	-3	17	-12	12
COc1ccc(OC)c(CN2CCN(Cc3cccc4ccccc34)CC2)c1	x	12	14	5	-1	25	x	2
O=C(O)c1ccc(COc2ccc([N+](=O)[O-])cc2Cl)cc1	x	-121	-31	-2	1	-8	x	4
C#CCOCCOCCOCCNc1nc(N2CCN(C(=O)[C@H](CCCCN)n3cc(CCCC)nn3)CC2)nc(N2CCN(C(=O)[C@H](CCCCN)n3cc(CCCC)nn3)CC2)n1	-34	-3	0	2	-105	4	x	-15
CCc1ccc(NC(=O)c2cc(Br)ccc2Br)cc1	x	4	-13	x	2	-6	x	-4
Cc1noc(C)c1COc1ccc(C(=O)OCC(N)=O)cc1	x	-4	11	x	-2	x	-9	2
FC(F)Sc1nc(-c2ccccc2)c(-c2ccccc2)n1C(F)F	0	-1	x	-3	x	-11	-1	6
C[C@H](CO)N1C[C@H](C)[C@H](CN(C)Cc2ccccc2)Oc2ccc(N(C)C)cc2CC1=O	1[16.7 µM]	-14	-5	-2	2	2	-8	x
CC(C)C(=O)N1CCC2(CC1)Oc1ccc(F)cc1C(=O)C21CC(c2ccccc2)=NO1 (configuration not stated)	-6	-19	1	9	1	-8	x	4
Cc1csc(NC(=O)C2CCN(S(=O)(=O)c3ccccc3F)CC2)n1	x	7	2	x	-4	9	-6	x
Cc1ccc(CNS(=O)(=O)c2ccc(Cl)s2)cc1	4	-9	-6	0	4	4	4	-6
COc1ccc(C2c3[nH]c4ccccc4c3CCN2C(=O)c2ccccc2C(C)=O)c(F)c1 (configuration not stated)	7	7	-10	-1	-4	9	9	-5
CCN(CC)CCCNC(=O)C1CCCN(c2nnc(N3CCCC3=O)s2)C1 (configuration not stated)	6	-3	x	2	x	x	-2	-3
CCOC(=O)Cc1csc(NC(=O)C(NC(=O)C2CCC(C)CC2)C(C)C)n1 (configuration not stated)	-1	-22	10	5	3	27	x	-12
CCN1CCCC(Sc2nc3c([nH]2)c(=S)n(C)c(=O)n3C)C1 (configuration not stated)	x	-2	8	x	-5	6	x	-6
COc1ccc(C(=O)c2[nH]c(N)c(C(=O)NCCc3c[nH]c4ccccc34)c2-c2ccc(C(F)(F)F)cc2)cc1	x	-3	-7	x	0	6	x	7
Cc1noc(C)c1S(=O)(=O)Nc1ccc2c(c1)C(=O)N([C@H](C)CO)C[C@@H](C)[C@@H](CN(C)Cc1ccc3c(c1)OCO3)OCCCC[C@H](C)O2	-16[16.7 µM]	19	-6	3	-1	3	-16	x
CC(C)C#Cc1ccc2c(c1)O[C@H](CN(C)C(=O)c1cccc(F)c1)[C@@H](C)CN([C@@H](C)CO)S2(=O)=O	-4[16.7 µM]	x	7	-2	2	8	-19	x
Cc1ccccc1C(=O)NC(=S)N(CCO)Cc1ccccc1	3	-8	19	2	3	-3	1	-5
Cc1ccc(S(=O)(=O)N[C@@H]2CC[C@@H](CCn3cc(-c4ccccc4F)nn3)O[C@@H]2CO)cc1	x	-5	3	-1	0	2	3	x
O=C(Nc1ccc(Cl)c(Cl)c1)O/N=C/c1ccncc1	x	54	-1	15	-2	26	x	0
Cc1ccccc1OCCC(=O)OCC(=O)Nc1ccc(C)c(S(=O)(=O)N2CCCCC2)c1	-2	10	0	3	-6	1	13	-4
COc1ccc(S(=O)(=O)NCCC(C)C)cc1OC	10	x	x	0	x	x	-1	-9
O=C(Cn1cnnn1)Nc1ccccc1Cc1ccccc1	-3	-13	x	2	x	x	2	-5
CCCn1c(SCC(=O)N2CC(=O)Nc3ccccc32)n[nH]c1=O	x	x	3	-3	1	-1	5	-10
CCC(C(=O)Nc1cc(C(=O)O)ccc1C)c1ccccc1 (configuration not stated)	-3	-22	13	x	-3	x	7	-7

Sorted by SMILES length (ascending): part of the list above.
SMILES	miR122 inh	PAX8 inh HTS	EWS-Fli block	Cneo AK release	CASP6 VEID inh	LGR2 antag	PGC1a acetyl inh	FN deposition inh
CC(=O)n1nc(-c2ccc(C)cc2)nc1NCc1ccco1	x	-112	-66	x	-3	-32	-2	x
CC(C)C(=O)N1CCC2(CC1)Oc1ccc(F)cc1C(=O)C21CC(c2ccccc2)=NO1 (configuration not stated)	-6	-19	1	9	1	-8	x	4
Cc1noc(C)c1S(=O)(=O)Nc1ccc2c(c1)C(=O)N([C@H](C)CO)C[C@@H](C)[C@@H](CN(C)Cc1ccc3c(c1)OCO3)OCCCC[C@H](C)O2	-16[16.7 µM]	19	-6	3	-1	3	-16	x

Only PGC1a acetyl inh, miR122 inh and PAX8 inh HTS, for some of the entries so far:
smiles,PGC1a acetyl inh,miR122 inh,PAX8 inh HTS
CCN1CCCC(Sc2nc3c([nH]2)c(=S)n(C)c(=O)n3C)C1 (configuration not stated),x,x,-2
COc1ccc(C(=O)c2[nH]c(N)c(C(=O)NCCc3c[nH]c4ccccc34)c2-c2ccc(C(F)(F)F)cc2)cc1,x,x,-3

The list goes on.
SMILES	miR122 inh	PAX8 inh HTS	EWS-Fli block	Cneo AK release	CASP6 VEID inh	LGR2 antag	PGC1a acetyl inh	FN deposition inh
COC(=O)c1ccc(N2CCOCC2)c(NC(=O)Nc2cccc(OC)c2)c1	-1	3	-1	-2	0	-5	-2	0
Cc1cc(Cl)c(C(=O)Nc2cccc(C(F)(F)F)c2)c(C)n1	2	17	-7	-2	0	-18	-5	-14
O=C(Nc1ccccc1)[C@@H]1[C@@H](CO)[C@@H]2Cn3c(ccc(C4=CCCCC4)c3=O)[C@@H]2N1Cc1cocn1	x	7	-1	0	1	11	x	-7
Cc1cc(C(=O)Nc2ccc3c(c2)C(=O)N(C)[C@@H]2CC[C@@H](CC(=O)NCc4ccc(-c5ccccc5)cc4)O[C@@H]2CO3)no1	x	35	6	-1	-1	4	x	0
O=C(C[C@@H]1C=C[C@H](NC(=O)CN2CCOCC2)[C@H](CO)O1)NC1CCC1	x	1	0	0	-1	10	-5	-7
